Screens as filed in PubChem BioAssay.
a7 integrin act: qHTS for Activators of Integrin-Mediated Alleviation for Muscular Dystrophy; alpha7betagal myoblasts, beta-gal FDG fluorescence, 48 h; Potency, µM (titrated, usually from 38.3 µM), for the others: at the top dose activation, actives largely listed as activators; 0.064% of 350,000 active; AID 624291, 2012;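 note: potency is the fitted concentration of half-maximal effect; 100% = response of the positive control SU9516; nearly all actives have a fitted effect of over 60% in size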
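alpha7betagal+/- myoblasts (passage 13, 250/well) treated 48 h at 37C with compounds at 1:260 dilution of DMSO stock. Lysed, then beta-galactosidase activity read as FDG fluorescence (ex 480/em 540) after 30 min, with pre-read for autofluorescence.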
A-T KAP1 phos: qHTS Assay for Identifying a Potential Treatment of Ataxia-Telangiectasia. […] A-T fibroblasts, KAP-1 phosphorylation AlphaLISA; neocarzinostatin DNA damage 30 min before lysis. AID 485349, 2010. 0.19% of 320,000 active. Potency, µM (highest dose often 57.5 µM), inactives show top-dose activation, usual class: activators; note: potency is the fitted concentration of half-maximal effect; % of control where 0% means no effect; nearly all actives have a fitted effect of over 45% in size
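ATM-like activity read as KAP-1 phosphorylation via AlphaLISA donor/acceptor antibody pairs after lysis and 6 hr at 25C. Cells were ATM-null patient fibroblasts ([…], hTERT), dosed 60 min, then exposed to the DSB inducer NCS for 30 min.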
Mito fusion yeast: qHTS Assay for Small Molecule Inhibitors of Mitochondrial Division or Activators of Mitochondrial Fusion. S. cerevisiae fusion-defective mutant growth rescue, CellTiterGlo 48 h. 0.23% of 320,000 active. Potency, µM (highest dose often 46.1 µM), without a hit: top-dose growth rescue (activation), actives largely listed as activators;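 note: potency is the fitted concentration of half-maximal effect; % of control where 0% means no effect; nearly all actives have a fitted effect of over 45% in size; temperature-sensitive fusion mutants such as fzo1-1 at 37 °C on non-fermentable ethanol glycerol medium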
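Growth-rescue viability read-out: after 48 h at the non-permissive 37C in glycerol/ethanol YPEG, yeast mitochondrial fusion mutants are measured by CellTiterGlo luminescence; compounds (23 nl pinned per well) restoring growth score as division inhibitors or fusion activators.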
Menin-MLL TR inh: qHTS Assay for Inhibitors Targeting the Menin-MLL Interaction in MLL Related Leukemias: Competition With Texas Red Labeled MLL-derived Mutant Peptide; O00255; Menin + Texas Red MLL mutant peptide, fluorescence polarization; Potency, µM (doses to about 61.6 µM), without a hit: at the highest dose FP activity change, negative = inhibition, actives largely listed as inhibitors; 0.23% of 270,000 active; active = well fitted inhibition curve with a large enough effect in the polarisation, with a control signal flat, not every such curve was filed as active; inconclusive = small, poorly fitted or top-dose-only effect, or effect the other way, or a change in a side signal; inactive = no such curve, though single readings can be large or run the other way; the % refers to the polarisation; note: potency is the fitted concentration of half-maximal effect; % of control where 0% means no effect; many of its hits are not listed in these tables
CXXC DNA block: qHTS Fluorescence Polarization Assay for Inhibitors of MLL CXXC domain - DNA interaction | Histone-lysine N-methyltransferase 2A (Homo sapiens), Q03164 | MLL-CXXC / FITC-HOXA9 DNA fluorescence polarization | Potency, µM (series often up to 115 µM), inactives show at the top dose activity change, negative = inhibition, usual class: inhibitors | 0.037% of 290,000 active; active = well fitted inhibition curve with a large enough effect in the polarisation, with a control signal flat, not every such curve was filed as active; inconclusive = small, poorly fitted or top-dose-only effect, or effect the other way, or a change in a side signal; inactive = no such curve, though single readings can be large or run the other way; the % refers to the polarisation; note: potency is the fitted concentration of half-maximal effect
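Fluorescence polarization: 7 uM MLL-CXXC (stock) preincubated 5 min with compounds, then 50 nM fluorescein-HOX-A9 DNA (stock) added; 30 min ambient. Buffer 50 mM Tris-HCl pH 7.5, 50 mM NaCl, 1 mM DTT, 0.05% BSA.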
PTAP TSG101 blk: qHTS Assay for Iinhibitors of HIV-1 Budding by Blocking the Interaction of PTAP/TSG101. Potency, µM (highest dose often 115 µM), without a hit: at the top dose activity change, negative = inhibition, usual class: inhibitors. Fluorescence polarization, FITC-PTAP peptide / Tsg101 binding. AID 493005, 2010. Tumor susceptibility gene 101 protein (Homo sapiens), Q99816. 340,000 tested, under 10 active; active = well fitted inhibition curve with a large enough effect in the main read-out, with a control signal flat, not every such curve was filed as active; inconclusive = small, poorly fitted or top-dose-only effect, or effect the other way, or a change in a side signal; inactive = no such curve, though single readings can be large or run the other way; note: potency is the fitted concentration of half-maximal effect; % of control where 0% means no effect
Target sequence (Q99816 whole entry, looked up): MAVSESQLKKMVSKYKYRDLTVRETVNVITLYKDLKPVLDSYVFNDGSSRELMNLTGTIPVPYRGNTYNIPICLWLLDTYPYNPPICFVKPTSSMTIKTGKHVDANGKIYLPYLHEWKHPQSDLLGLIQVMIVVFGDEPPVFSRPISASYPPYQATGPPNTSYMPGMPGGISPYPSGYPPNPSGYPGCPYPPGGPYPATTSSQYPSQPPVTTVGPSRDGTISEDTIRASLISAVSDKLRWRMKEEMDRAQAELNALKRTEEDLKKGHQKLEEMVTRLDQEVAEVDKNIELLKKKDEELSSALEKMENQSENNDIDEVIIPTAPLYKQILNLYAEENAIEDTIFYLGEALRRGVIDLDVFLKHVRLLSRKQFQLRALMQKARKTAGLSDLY
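Compounds were pin-transferred onto Tsg101 binding domain (10 uM final) in HEPES pH 7.5 buffer, then FITC-PTAP peptide was added at 50 nM final. After 20 min at RT, polarization reported peptide displacement across a qHTS concentration series.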
MBNL1-CUG inh: qHTS Assay for Inhibitors of MBNL1-poly(CUG) RNA binding | Muscleblind-like protein 1 (Homo sapiens), Q9NR56 | TR-FRET MBNL1-His/biotin-(CUG)12 binding, 665/545 ratio | Potency, µM (highest dose often 57.5 µM), for the others: at the top dose activity change, negative = inhibition, usual class: inhibitors | 0.036% of 280,000 active; active = well fitted inhibition curve with a large enough effect in the signal ratio, with a control signal flat, not every such curve was filed as active; inconclusive = small, poorly fitted or top-dose-only effect, or effect the other way, or a change in a side signal; inactive = no such curve, though single readings can be large or run the other way; the % refers to the signal ratio; note: potency is the fitted concentration of half-maximal effect; % is set by controls: 0 for no effect and ±100 for the full control effect
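TR-FRET between His-tagged MBNL1 and biotin-(CUG)12 RNA, detected with Tb anti-His antibody (0.055 ng/ul) and streptavidin-XL665 (5 nM), 60 min at room temperature. Compounds titrated 92 nM to 58 uM; 665/545 nm ratio normalized to buffer and complex controls.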
TCR act: Activators of T cell receptors: qHTS campaign | Potency, µM (doses to about 9.22 µM), without a hit: at the highest dose activation of IL-2 secretion, actives largely listed as activators | AID 504894, 2011 | 330,000 tested, under 10 active | primary human leukocytes, anti-CD3, IL-2 HTRF, 48 h; note: % of control where 0% means no effect
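Activity was scored as IL-2 release from primary human leukocytes given only a TCR signal (a-CD3 beads) plus compound for 48 hr. Detection used a two-antibody HTRF format read at 665nm.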
TSHR antagonist: Antagonists of the Thyroid Stimulating Hormone Receptor: HTS campaign | TSHR-expressing cells, TSH-stimulated cAMP HTRF, 2 h; hits give low values | activity change, negative = inhibition, % at 11.5 µM | 0.2% of 330,000 active | AID 504810, 2011;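 active = activity change below a set negative limit, meaning inhibition stronger than a set level, cut at about -70% in these data; inconclusive = activity change between two set negative limits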; note: % is set by controls: 0 for no effect and ±100 for the full control effect
Target sequence (P16473 whole entry, looked up): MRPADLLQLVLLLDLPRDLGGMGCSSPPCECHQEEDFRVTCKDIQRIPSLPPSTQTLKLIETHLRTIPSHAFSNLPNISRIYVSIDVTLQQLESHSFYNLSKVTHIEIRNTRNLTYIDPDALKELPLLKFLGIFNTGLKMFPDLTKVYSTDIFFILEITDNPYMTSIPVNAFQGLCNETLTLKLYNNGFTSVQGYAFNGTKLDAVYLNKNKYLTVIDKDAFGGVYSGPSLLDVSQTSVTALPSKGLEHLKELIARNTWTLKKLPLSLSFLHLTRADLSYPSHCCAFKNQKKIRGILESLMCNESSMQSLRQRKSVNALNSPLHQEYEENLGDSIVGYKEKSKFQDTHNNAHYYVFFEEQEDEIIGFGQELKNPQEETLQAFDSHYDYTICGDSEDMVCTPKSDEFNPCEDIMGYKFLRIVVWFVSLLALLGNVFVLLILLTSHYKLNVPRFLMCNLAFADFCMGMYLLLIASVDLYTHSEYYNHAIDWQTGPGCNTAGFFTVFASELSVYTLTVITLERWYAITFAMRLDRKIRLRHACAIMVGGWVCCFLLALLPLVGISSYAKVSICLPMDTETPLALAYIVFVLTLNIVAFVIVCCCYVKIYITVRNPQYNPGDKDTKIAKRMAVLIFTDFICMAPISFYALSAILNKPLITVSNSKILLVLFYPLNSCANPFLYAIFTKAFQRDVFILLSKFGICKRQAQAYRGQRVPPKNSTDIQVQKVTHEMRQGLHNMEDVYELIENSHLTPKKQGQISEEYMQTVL
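Read-out is FRET at 665 nm (cryptate excitation 337 nm) from a cryptate-tagged anti-cAMP antibody, competed by cell cAMP against cAMP-d2. Compounds are tested on freshly harvested TSHR cells challenged with 4nM TSH (EC80) for 2 hours at 37 deg C.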
S-ASM inh: Inhibitors of Secretory Acid Sphingomyelinase (S-ASM): qHTS; Sphingomyelin phosphodiesterase (Homo sapiens), P17405; placental ASM, HMU-PC fluorogenic substrate, 60 min; Potency, µM (top dose mostly 57.5 µM), without a hit: top-dose activity change, negative = inhibition, most hits filed as inhibitors; 0.006% of 340,000 active; AID 504937, 2011; note: potency is the fitted concentration of half-maximal effect
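Fluorescence read-out (Ex 386 nm, Em 447 nm) after stopping the reaction at pH 10. Enzyme: ASM from human placenta; substrate HMU-PC0, 9 uM final; 60 min, 37 °C. Compound preincubation 10 min, ambient temperature.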
Starred values were filed as active, the others as inactive; i = inactive; ? = inconclusive; / = no result given; [ ] = another dose, or the depositor's remark. Unless noted, calls come from the whole dose curve; as a rule, active = well fitted curve in the direction sought with a large enough effect; inconclusive = small, poorly fitted or top-dose-only effect, or another doubt; inactive = no such curve, though single readings can be large; an effect the other way counts as inactive or inconclusive. Only part of the results is shown (hit frequency here may not be typical).

SMILES	a7 integrin act	A-T KAP1 phos	Mito fusion yeast	Menin-MLL TR inh	CXXC DNA block	PTAP TSG101 blk	MBNL1-CUG inh	TCR act	TSHR antagonist	S-ASM inh
COc1cccc(C(=O)Nc2c(F)cccc2F)c1	?	7%	3%	11%	-4%	-3%	-8%	-13%	-11	0%
CC(=O)NNc1nc(-c2ccc(C)cc2)cs1	0%	8%	12%	2%	-4%	0%	3%	-1%	9	-3%
O=C(N/N=C/c1cccs1)c1cc(-c2ccncc2)nc2ccccc12	-14%	-27%	1%	3%	1%	-2%	?	-1%[46.1 µM]	12	3%
CC(C)(C)[C@H]1COC(=O)[C@@H](Cc2ccc(F)cc2)CC/C=C/C[C@@H](CC(=O)N[C@@H](CO)Cc2ccccc2)C(=O)N1	-40%	2%	/	/	/	0%	/	-4%	-8	0%
Cc1cccc(C)c1NC(=O)CNC(=O)Cn1nc(C)c(C)c(C#N)c1=O	2%	-11%	2%	/	/	-9%	/	/	2	6%
Cc1ccc2nc(C)cc(N/N=C/c3cccc(O)c3)c2c1	-8%	2%	-2%	4%	-3%	1%	-15%	7%	27	12%
Cc1cc(C(=O)CN2C(=O)NC(C)(c3cc(F)ccc3F)C2=O)c(C)n1C1CC1 (stereo not drawn)	-47%[inhibitor]	5%	/	/	/	-4%	/	1%[46.1 µM]	-11	1%
Cc1cccc(N(Cc2cc3ccccc3[nH]c2=O)S(C)(=O)=O)c1	-17%	-6%	-3%	1%	12%	-5%	1%	/	6	-1%
COc1cc(NC(=O)Nc2cccc(C(C)=O)c2)cc(OC)c1OC	29%	2%	-9%	26%	-4%	-2%	4%	4%	-4	-3%
Cc1cccc(C(=O)O/N=C(\N)c2ccc(Br)cc2)c1	23%	/	18%	0%	-22%	-2%	-2%	6%	-2	-1%
COc1cccc(OCC(=O)Nc2ccccc2C(N)=O)c1	6%	4%	-8%	8%	4%	0%	-1%	-1%	5	1%
COc1ccc(CC2(CO)CCN(S(=O)(=O)c3c(C)nn(C)c3C)CC2)cc1	17%	1%	5%	5%	-1%	-2%	-4%	-27%	7	-3%
CC1CC(C)CN(S(=O)(=O)c2ccc3c(c2)CC(=O)N3)C1 (stereo not drawn)	-44%	-5%	5%	/	/	-2%	/	-5%	-3	-5%
O=C(NCCS(=O)(=O)N1CCN(c2ccccc2F)CC1)c1cc(=O)c2ccccc2o1	8%	-2%	-1%	?	0%	-2%	5%	4%	-2	-2%
COc1ccc(C(=O)N(CCc2ccccc2)Cc2cccs2)c(OC)c1	-19%	10%	6%	?	-5%	-2%	-4%	1%	0	-2%
COCCn1c(CNc2ccc(F)cc2)nnc1SCC(=O)Nc1ccc(OC)cc1OC	-16%	/	1%	-22%	3%	-8%	-7%	-1%	/	-1%
CNC(=S)Nc1cc(C)ccc1OC(F)F	10%	1%	-3%	-15%	8%	-2%	0%	0%	-7	3%
CCOC(=O)C1CCN(C(=O)Cn2nc(C)n3c(cc4cc(C)ccc43)c2=O)CC1	?	13%	9%	-6%	0%	-13%	2%	8%	52	-2%
COC(=O)c1cc2c(s1)-c1ccc(OC)cc1CC2	-5%	?	-4%	/	-10%	0%	22%	10%	-1	i
Cn1c(SCC(=O)Nc2ccccc2[N+](=O)[O-])nnc1C(F)(F)F	7%	1%	-8%	1%	-1%	-1%	/	-7%	-6	0%
O=C(CCc1nc2ccccc2c(=O)[nH]1)NCCN1C(=O)S/C(=C\c2ccc(Cl)cc2Cl)C1=O	-36%	?	15%	/	/	9%	/	-1%	/	0%
CN1CCN(CCCNC(=O)c2cc3c(=O)oc4ccccc4c3s2)CC1	-25%	0%	0%	?	1%	0%	?	1%	-13	-1%
COc1ccc(N2CCN(C(=O)C3CC(O)CN3S(=O)(=O)c3ccc([N+](=O)[O-])cc3)CC2)cc1 (stereo not drawn)	7%	-1%	-9%	-2%	5%	-4%	?	5%[46.1 µM]	1	1%
C=C1N(c2ccc(Cl)cc2)C(=O)OC1(C)C	-14%	7%	0%	-12%	-3%	-4%	-12%	/	-12	5%
Cn1c(=O)c2c([nH]c(=S)n2CCCc2ccccc2)n(C)c1=O	17%	-3%	2%	?	-11%	-4%	-1%	4%	-13	-1%
Cn1c(-c2ccccc2)c[n+]2c1-c1ccccc1C2	17%	2%	2%	-13%	2%	1%	-14%	-2%[46.1 µM]	21	3%
O=C1C2C(c3cccc(/C=C/c4ccccc4)c3)CC=CC2C(c2ccc(C(F)(F)F)cc2)N1Cc1ccccc1 (stereo not drawn)	-12%	6%	10%	14%	0%	-5%	17%	-1%	-2	14%
CCN(CC(=O)Nc1c(F)cccc1F)C(=O)CCc1c[nH]c2ccccc12	-11%	-3%	16%	0%	19%	-2%	3%	10%	-4	-1%
CCOc1ccc(C(=O)Nc2ccccc2NC(C)=O)cc1OCC	-15%	0%	7%	-2%	-2%	6%	1%	8%	6	3%
O=C(/C=C/c1ccccc1)C1=C(O)C(=O)N(CCO)C1c1cccc([N+](=O)[O-])c1 (stereo not drawn)	-8%	-6%	1%	/	-22%	-1%	?	2%	-1	1%
Cc1ccc(C)c2[nH]c(=O)c(CCNC(=O)CCc3ccccc3)cc12	-6%	-4%	0%	2%	39%[activator]	-2%	-6%	-3%	-7	-3%
CC1=NN(C(=O)c2csc(C)c2C)C(O)(C(F)(F)F)C1 (stereo not drawn)	-4%	5%	4%	-14%	5%	-1%	-14%	-6%[46.1 µM]	18	2%
Cc1ccc(C(=O)c2sc3c(c2N)c(=O)[nH]c(=O)n3CCc2ccccc2)cc1	17%	9%	-3%	-10%	6%	0%	/	-6%[46.1 µM]	-13	-10%
O=C(COC(=O)CNS(=O)(=O)c1c(Cl)cccc1Cl)Nc1cccnc1Cl	24%	-6%	-2%	-6%	5%	0%	-6%	-1%[46.1 µM]	-9	2%
Cc1cccc(N2CCN(C(=O)c3oc4ccc(Br)cc4c3C)CC2)c1C	8%	15%	/	/	/	-1%	/	-4%	/	-2%
CCCn1c(NC(=O)C2CCN(C(=O)c3ccccc3C)CC2)nc2ccccc21	-4%	0%	-6%	/	/	1%	/	0%	3	-6%
CC(=O)NC(C(=O)N1CCC(c2nc3ccccc3s2)CC1)C(C)C (stereo not drawn)	-3%	0%	-3%	4%	?	-2%	-1%	2%	-9	2%
O=C(CSCc1c(Cl)cccc1Cl)NCc1ccco1	8%	/	5%	-1%	14%	-5%	-14%	0%[46.1 µM]	10	-1%
Cc1cccnc1NC(=O)c1ccc(Br)o1	11%	9%	-8%	/	/	-3%	/	-2%	7	41%
CSc1ncccc1C(=O)N(C)CC(=O)Nc1cccc(F)c1	?	15%	-3%	/	5%	-3%	1%	-3%	-6	0%
COc1ccc(C(=O)Nc2c(N)nc(SCC(=O)N3CCC(C)CC3)[nH]c2=O)cc1	3%	4%	0%	/	15%	/	-4%	1%	12	-3%
O=C(/C=C/c1ccc(Br)cc1)NCCCn1ccnc1	10%	-6%	-4%	-6%	-1%	-4%	?	3%	17	-1%
O=C(CSc1nc2c(cnn2-c2cccc(Cl)c2)c(=O)[nH]1)NCC1CCCO1 (stereo not drawn)	-20%	3%	-2%	/	/	-2%	/	-5%	-8	-1%
COC(=O)C(NC(C)=O)(Nc1cccc(C)n1)C(F)(F)F (stereo not drawn)	4%	4%	-6%	/	-2%	4%	/	-2%	4	-1%
COc1ccc(CN(C)C(=O)Cc2ccc(OC)c(S(=O)(=O)N3CCOCC3)c2)cc1	-44%	-1%	3%	/	/	-5%	/	1%	15	4%
c1ccc(-c2nc(-c3ccco3)n3ccccc23)cc1	-11%	15%	9%	0%	14%	0%	?	-3%	-8	64%[activator]
CCN(CC(=O)Nc1ccccc1C(F)(F)F)C(=O)c1cc(S(=O)(=O)N(C)C)ccc1N1CCCC1	-6%	1%	0%	-11%	15%	-3%	5%	-4%	-16	-1%
